Screening results from PubChem BioAssay.
CXCR6 block: CXCR6 (human) receptor inhibition | O00574 | CHO-K1 PathHunter CXCR6 beta-arrestin, luminescence | inhibition, % at 20 µM | 360,000 compounds, 0.36% hits | AID 602244; in the data active means inhibition above about 34%, passing the limit was not always enough;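 further: antagonist mode with CXCL16 agonist at 10 nM final; 0% = 10 nM CXCL16 with DMSO and 100% = unstimulated wells without agonist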
Gli-Sufu antag: Gli-Sufu pathway antagonism. Sufu-KO-LIGHT fibroblasts, Gli luciferase reporter luminescence. inhibition, % at 5 µM. 340,000 compounds, 0.74% hits;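 active means inhibition above about 55%, limit read from the data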;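 further: 0% = DMSO-treated cells and 100% = wells with medium but no cells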
EBI2 antag: antagonists of human EBI2 receptor; P32249; EBI2 beta-arrestin recruitment, luminescence, 7a,25-OHC stimulated; inhibition, % at 5 µM; 360,000 compounds, 0.81% hits; AID 651636; in the data active means inhibition above about 38%;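 further: enzyme fragment complementation signal reports receptor beta-arrestin coupling in cells; 0% = agonist plus DMSO wells and 100% = wells without agonist; some results beyond the cut were filed as inactive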
CCR6 antagonist: antagonists of human CCR6 receptor; P51684; CHO-K1 CCR6 PathHunter beta-arrestin, luminescence, CCL20-stimulated; inhibition, % at 20 µM; 340,000 compounds, 0.49% hits; AID 493098;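 active means compounds whose inhibition of the agonist-driven luminescence signal at 20 µM reaches about 50%, limit read from the data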;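 further: cells stimulated with CCL20 at 14 nM final; plate controls were DMSO with CCL20 for no effect and DMSO without agonist for full effect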
Target sequence (P51684 whole entry, looked up): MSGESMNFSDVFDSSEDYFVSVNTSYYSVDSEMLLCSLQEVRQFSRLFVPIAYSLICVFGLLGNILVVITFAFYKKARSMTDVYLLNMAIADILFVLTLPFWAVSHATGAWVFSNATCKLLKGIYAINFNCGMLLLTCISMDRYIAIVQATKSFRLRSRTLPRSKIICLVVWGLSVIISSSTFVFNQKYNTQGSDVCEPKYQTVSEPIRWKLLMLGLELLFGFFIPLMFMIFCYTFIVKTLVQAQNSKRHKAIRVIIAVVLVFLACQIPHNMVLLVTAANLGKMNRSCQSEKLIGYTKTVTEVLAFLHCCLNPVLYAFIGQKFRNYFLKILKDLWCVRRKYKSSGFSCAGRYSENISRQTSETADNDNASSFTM
UBC13 inh: human UBC13 polyubiquitination inhibition. P61088. inhibition, % at 20 µM. UBC13 polyubiquitin chain formation, TR-FRET. 330,000 compounds, 0.47% hits; in the data active means inhibition above about 45%, passing the limit was not always enough
Target sequence (P61088 whole entry, looked up): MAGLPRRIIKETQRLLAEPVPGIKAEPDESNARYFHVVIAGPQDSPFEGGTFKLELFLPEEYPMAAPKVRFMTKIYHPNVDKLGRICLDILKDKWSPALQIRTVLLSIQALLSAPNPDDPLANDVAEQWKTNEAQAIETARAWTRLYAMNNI
697 NFkB inh: inhibitors of the PMA/ionomycin-induced NF-kB reporter in 697 B cells; 697 B-cell NF-kB luciferase reporter, 16 h; inhibition, % at 4 µM; 330,000 compounds, 0.33% hits; AID 435022; in the data active means inhibition above about 35%
Jurkat NFkB inh: lowers PMA/ionomycin-induced NF-kB signal in Jurkat cells | PMA/ionomycin-induced NF-kB luciferase reporter, luminescence | inhibition, % at 4 µM | 330,000 compounds, 0.53% hits | AID 435003; in the data active means inhibition above about 50%
APJ antagonist: blocks the human apelin receptor APJ | CHO-K1 APJ beta-arrestin complementation, luminescence | inhibition, % at 20 µM | AID 2521 | 330,000 compounds, 0.32% hits;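 active means inhibition above about 40% at 20 µM, limit read from the data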;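 further: cells challenged with 10 nM apelin-13 agonist together with compound; plate controls were apelin-13 plus DMSO wells for no effect and DMSO wells lacking apelin-13 for full effect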
Target sequence (P35414 whole entry, looked up): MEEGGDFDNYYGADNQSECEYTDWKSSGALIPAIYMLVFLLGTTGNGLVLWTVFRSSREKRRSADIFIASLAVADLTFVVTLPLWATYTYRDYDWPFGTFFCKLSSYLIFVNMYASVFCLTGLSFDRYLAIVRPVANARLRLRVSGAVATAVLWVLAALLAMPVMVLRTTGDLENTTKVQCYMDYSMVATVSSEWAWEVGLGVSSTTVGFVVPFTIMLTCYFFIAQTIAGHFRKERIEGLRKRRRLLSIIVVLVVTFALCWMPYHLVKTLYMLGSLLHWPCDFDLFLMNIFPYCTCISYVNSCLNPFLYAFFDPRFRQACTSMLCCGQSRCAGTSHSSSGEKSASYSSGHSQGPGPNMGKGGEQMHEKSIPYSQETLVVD
* = called active by the depositor; . = not tested or not shown.

SMILES	CXCR6 block	Gli-Sufu antag	EBI2 antag	CCR6 antagonist	UBC13 inh	697 NFkB inh	Jurkat NFkB inh	APJ antagonist
CN(C(=O)COC(=O)COc1ccccc1Cc1ccccc1)c1ccccc1	-1	8	-2	6	-10	-19	-5	-16
COc1ccc2cc3c(N)c(C(=O)N4CCCC4)sc3nc2c1	.	-13	.	-7	7	4	0	8
COc1ccccc1NS(=O)(=O)c1cc([N+](=O)[O-])ccc1N/N=C/c1c[nH]c2ccccc12	39	8	54*	50*	-149	-5	-9	56*
O=C(O)c1ccc(OS(=O)(=O)c2ccc(Cl)s2)c(Cl)c1	5	-1	-6	5	-8	8	-6	-5
O=C(NCCCN1CCOCC1)c1ccc2c(c1)N(Cc1c(F)cccc1Cl)C(=O)CS2	-1	5	-15	13	10	1	18	11
C/C(=N\NC(=O)CNc1cccc(C(F)(F)F)c1)c1cccs1	1	-4	-1	7	-12	-21	-6	-34
CCNc1nc(SC)nc(N(C#N)CC(=O)OC)n1	6	-2	-2	8	-4	0	1	14
COc1ccc(-c2noc(-c3ccc(Br)o3)n2)cc1	4	-67	16	8	0	-154	-138	14
Cn1c(CCNC(=O)c2ccccc2F)nnc1SCC(=O)Nc1ccccc1F	-5	21	-6	-7	1	0	-2	-23
O=C1CCCc2sccc2N1	7	9	-6	3	4	22	2	12
CC(C)C(Cl)=NOC(=O)Nc1ccc(F)cc1	-8	-15	-39	20	.	.	.	.
FC(F)Oc1ccc(/C=N/n2c(Cc3ccc(Br)cc3)n[nH]c2=S)cc1	1	32	2	10	0	-3	-36	-44
O=C(CSc1nccn1-c1ccccc1)NCc1ccc(F)cc1	0	4	-1	7	1	-3	-1	-14
O=C(NC(=S)Nc1ccc(CN2CCOCC2)cc1)c1ccc2c(c1)OCCO2	2	-27	8	33	2	-68	7	-1
CCn1cc([N+](=O)[O-])c(C(=O)Nc2ccn(C34CC5CC(CC(C5)C3)C4)n2)n1	4	-4	1	8	5	-28	9	-2
COc1ccc(C(=O)Nc2nc(N3C(=O)c4ccccc4C3=O)n(-c3ccccc3)n2)cc1	-2	-3	5	-7	-15	-1	3	0
COc1ccc(NC(=O)CSc2nnnn2Cc2ccccc2)cc1	2	-10	-2	8	-5	17	-24	-30
C=CCn1c(=O)c2c(nc3n2CCCN3CCc2ccc(OC)c(OC)c2)n(C)c1=O	1	-5	-10	13	0	-13	-13	-14
O=C(C[n+]1cccc(CNC(=O)c2ccc(OC(F)F)cc2)c1)Nc1ccc(F)cc1	-10	-2	-9	3	5	17	11	0
CC1=C(C#N)C(NC(=O)c2cccc(Cl)c2)(C(F)(F)F)C(=O)N1 (stereo unspecified)	0	-20	-5	-2	-6	2	8	-9

Complete entries from above. Values in the order: CXCR6 block, Gli-Sufu antag, EBI2 antag, CCR6 antagonist, UBC13 inh, 697 NFkB inh, Jurkat NFkB inh, APJ antagonist
`COc1ccc(NC(=O)CSc2nnnn2Cc2ccccc2)cc1` is entered as 2, -10, -2, 8, -5, 17, -24, -30
`COc1ccc2cc3c(N)c(C(=O)N4CCCC4)sc3nc2c1` is entered as ., -13, ., -7, 7, 4, 0, 8
`COc1ccccc1NS(=O)(=O)c1cc([N+](=O)[O-])ccc1N/N=C/c1c[nH]c2ccccc12` is entered as 39, 8, 54*, 50*, -149, -5, -9, 56*
`O=C(C[n+]1cccc(CNC(=O)c2ccc(OC(F)F)cc2)c1)Nc1ccc(F)cc1` is entered as -10, -2, -9, 3, 5, 17, 11, 0
`O=C(NC(=S)Nc1ccc(CN2CCOCC2)cc1)c1ccc2c(c1)OCCO2` is entered as 2, -27, 8, 33, 2, -68, 7, -1

The main list resumes; the 6 compounds before the break are reprinted first.
SMILES	CXCR6 block	Gli-Sufu antag	EBI2 antag	CCR6 antagonist	UBC13 inh	697 NFkB inh	Jurkat NFkB inh	APJ antagonist
CCn1cc([N+](=O)[O-])c(C(=O)Nc2ccn(C34CC5CC(CC(C5)C3)C4)n2)n1	4	-4	1	8	5	-28	9	-2
COc1ccc(C(=O)Nc2nc(N3C(=O)c4ccccc4C3=O)n(-c3ccccc3)n2)cc1	-2	-3	5	-7	-15	-1	3	0
COc1ccc(NC(=O)CSc2nnnn2Cc2ccccc2)cc1	2	-10	-2	8	-5	17	-24	-30
C=CCn1c(=O)c2c(nc3n2CCCN3CCc2ccc(OC)c(OC)c2)n(C)c1=O	1	-5	-10	13	0	-13	-13	-14
O=C(C[n+]1cccc(CNC(=O)c2ccc(OC(F)F)cc2)c1)Nc1ccc(F)cc1	-10	-2	-9	3	5	17	11	0
CC1=C(C#N)C(NC(=O)c2cccc(Cl)c2)(C(F)(F)F)C(=O)N1 (stereo unspecified)	0	-20	-5	-2	-6	2	8	-9
O=C(CN1CCSC1=NCc1ccccc1)c1ccc(Cl)cc1	14	10	-2	15	20	-4	9	-1
Cc1oc2nc(SCC(=O)NC3CCCCC3)nc(N)c2c1C	5	-6	7	26	4	0	12	9
CCC1Oc2ccccc2N(CC(=O)NCCN2CCc3ccccc3C2)C1=O (stereo unspecified)	0	4	-2	5	0	12	-14	-2
CC1(OC(=O)c2ccco2)C(=O)C=C2C=C(c3ccc(C#N)cc3)OC=C2C1=O (stereo unspecified)	.	.	.	.	13	12	3	-20
COc1ccc(Cc2noc(CN(C)CCc3ccccc3)n2)cc1OC	1	-4	-2	7	-6	-4	0	-14
CCCOc1ccc(N2C(=O)CC(N3CCN(c4ccccc4OC)CC3)C2=O)cc1 (stereo unspecified)	1	7	8	-4	8	1	-3	22
Cc1cc(C)cc(NC(=S)NCCCO)c1	5	-2	-5	-3	-11	-2	-9	5
O=C(CSc1nc2ccccc2c(=O)[nH]1)Nc1ccccc1N1CCOCC1	6	-8	-8	-21	3	22	-9	-4
COc1ccccc1Nc1nc2ccccc2n2cnnc12	-4	-2	-5	3	0	-29	-14	9
Fc1ccc(-c2cnn3c(-c4cccs4)ccnc23)cc1	3	1	10	3	.	.	.	.
COc1ccc(-c2sc3cc4c(cc3c2-c2ccc3c(c2)OCCO3)OCO4)cc1	-3	-16	5	5	43	-5	10	1
O=C(CN1CCOCC1)Nc1cccc(C(=O)Nc2cccc(C(F)(F)F)c2)c1	-3	8	0	-2	-3	-2	6	-10
CCCCC(=O)N1C/C=C\C(c2ccc(OC)cc2)N(Cc2ccc(F)cc2)C(=O)[C@H]1Cc1ccccc1 (stereo partly specified)	12	7	20	26	5	25	10	9
COCCN1CCN(C(=O)C2CCC(=O)N(CCc3ccccc3)C2)CC1 (stereo unspecified)	-1	3	-2	10	-8	25	11	-27
O=[N+]([O-])c1cccc(/C=N/N=C\c2ccccc2)c1	7	-25	6	1	-2	0	-23	-6
CC1Cc2cc(S(=O)(=O)N3CCC(C(=O)N4CCN(c5ccccc5F)CC4)CC3)ccc2N1C(=O)C1CC1 (stereo unspecified)	0	54	15	17	3	2	7	-3
O=C1N[C@@H](Cc2ccccc2)COC(=O)[C@@H](Cc2ccc(F)cc2)CC/C=C/C[C@@H]1CC(=O)N(CCO)Cc1ccccc1	23	16	6	27	6	-28	-9	0
CCc1ccc(NC(=O)C(=O)N/N=C(\C)CC(=O)NCCOC)cc1	-10	-6	-10	3	-15	-10	-9	-20
CCOc1ccccc1NC(=O)c1ccc(S(=O)(=O)N2CCCCC2)cc1	6	-2	-2	14	-5	9	9	-7
O=C(O)CCc1nc2ccccc2n(CCc2ccccc2)c1=O	6	2	-3	11	3	21	3	22
C=CC[C@@H](CC(=O)N(CCO)Cc1ccccc1)C(=O)N[C@@H](COC(=O)[C@H](CC=C)CC(=O)OC(C)(C)C)Cc1c[nH]c2ccccc12	18	13	5	16	-2	-31	-14	8
Nc1oc2ccccc2c(=O)c1C=O	-1	8	-6	3	-1	9	-4	7
COc1ccc(/C=N/Nc2nc3ccccc3c(=O)[nH]2)cc1	1	-27	1	-4	-10	-72	-128	-13
CCOC(=O)CCNC(C)C1COc2ccccc2O1 (stereo unspecified)	-1	-2	-13	2	-10	-31	-1	6
CCCCCCn1c(SCC(=O)c2ccccc2)nc2c1c(=O)[nH]c(=O)n2C	-3	10	3	6	-4	-9	5	13
CCn1c(SCC(=O)N2CCCCCC2)nc2ccccc2c1=O	5	6	-2	16	8	-3	1	1
COc1ccc(C(=O)NC(=S)Nc2ccc(CN3CCOCC3)cc2)cc1Br	7	31	7	21	-1	-28	-2	11
CCOC(=O)C1=C(C)OC(N)=C(C#N)C1c1cc2cc(C)ccc2nc1N1CCCCC1 (stereo unspecified)	-1	-10	-3	8	6	-33	-14	-9
CSc1ccccc1OCc1cc(C(=O)N[C@H]2CCCCNC2=O)no1	-5	-55	1	-8	8	-80	-90	-2
COc1ccccc1-c1cc(C(=O)Nc2cc(C)nn2-c2ccccc2)no1	8	-2	13	0	9	-50	61*	17
COc1ccccc1N1CCN(C(=O)C(NS(=O)(=O)c2cccs2)c2ccccc2)CC1 (stereo unspecified)	-1	-2	4	3	7	10	6	15
COC(=O)C1CN(C(=O)COc2cccc(C)c2C)c2ccccc2O1 (stereo unspecified)	5	10	6	17	0	-11	-31	-16
CCOc1ccc(NC(=O)CSc2nc(=O)n(Cc3cccnc3)c3c2CCC3)cc1	2	-3	-10	2	0	-5	-11	13
CCC(C)NC(=O)CSC1=Nc2ccccc2C2=NC(CCC(=O)NCc3ccco3)C(=O)N12 (stereo unspecified)	-2	9	-7	-14	-6	-6	11	14
Cc1cc(OCC(=O)N2CCC(C(=O)O)CC2)c2c(C)cc(=O)oc2c1	-6	-7	-5	6	11	9	10	-19
COc1cccc(C(=O)NCC2CCCN2S(=O)(=O)c2ccccc2)c1 (stereo unspecified)	-6	13	7	6	-6	-8	-3	1
CC1CCN(C(=O)CNS(=O)(=O)c2ccc(Br)s2)CC1	-2	-2	6	8	-3	-28	-12	14
Cc1cccc(-c2nsc(SCC(=O)Nc3nccs3)n2)c1	-6	2	4	2	-7	-36	-23	-23
Cc1cccc(C)c1Nc1c(-c2ccccn2)nc2ccccn12	16	20	14	26	16	-3	1	1
COC(=O)CNc1c(-c2ccccc2)nc2ccc(Br)cn12	3	-35	4	-7	0	-41	-42	9
CC(OC(=O)CN1C(=O)c2ccccc2C1=O)C(=O)c1ccccc1 (stereo unspecified)	8	-4	-9	6	13	13	-3	23
O=C1CS/C(=N/N=C/c2ccccc2)N1Cc1ccco1	-9	-8	11	9	8	-26	-26	8
COc1ccc2c(c1OC)C(=O)OC2Nc1nc(-c2ccccc2)cs1 (stereo unspecified)	15	13	17	-6	9	-78	6	11
COc1ccc(C2CC(c3c(Cl)cccc3Cl)n3nc(N)nc3N2)cc1 (stereo unspecified)	6	15	4	9	3	9	12	14
Cc1cccc(N(CC(=O)Nc2cccnc2)S(C)(=O)=O)c1	-5	3	-1	-2	1	-6	-6	-6
CCCc1[nH]nc2c1C(c1ccc(O)c(OC)c1)C(C#N)=C(N)O2 (stereo unspecified)	5	13	-17	28	-14	-20	-11	9

A different layout for part of the listing above:
Second line of a record – CXCR6 block, Gli-Sufu antag, EBI2 antag, CCR6 antagonist, UBC13 inh, 697 NFkB inh, Jurkat NFkB inh, APJ antagonist
- CCCCCCn1c(SCC(=O)c2ccccc2)nc2c1c(=O)[nH]c(=O)n2C
  -3, 10, 3, 6, -4, -9, 5, 13
- COc1ccccc1Nc1nc2ccccc2n2cnnc12
  -4, -2, -5, 3, 0, -29, -14, 9
